# Bioassay records: PubChem BioAssay, National Center for Advancing Translational Sciences (NCATS)
# D2 ag: D2 dopamine receptor (human) agonism; P14416; HEK293 T-REx D2 cells, calcium flux agonist mode; activation, % at 2 µM; 340,000 tested, 0.53% active; AID 485358;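 active means activation over 3 SD above normal in the single-dose calcium agonist read, cut at about 30% in these data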; further: 0% is about no effect
#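 Calcium-flux readout, 1 cycle/sec over 180 s following compound pin transfer, in inducible HEK293 Trex D2 cells (force-coupled); dopamine controls included. Positive calcium responses during this window marked compounds as potential agonists.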
# TRHR ag: agonists of human TRH receptor; 360,000 tested, 0.18% active; activation, % at 2 µM; TRHR cells, calcium flux fluo-8, FDSS agonist mode; in the data active means activation above about 30%; further: 0% is about no effect
#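 In this calcium-flux screen, cells bearing human TRHR are dye-loaded with fluo-8, baselined for 10 cycles, then exposed to library compounds; positive kinetic calcium responses during the agonist phase mark hits, with TRH as control.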
# D2 antagonist: D2 dopamine receptor (human) antagonism. inhibition, % at 10 µM. HEK293 TREx D2 cells, calcium flux, dopamine EC80. P14416. 340,000 tested, 2% active. AID 485344; in the data active means inhibition above about 30%; further: 0% is about no effect
#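 Overnight-induced (tetracycline, 30 C) HEK293 T-REx cells carrying force-coupled D2 receive a no-wash calcium dye, then compound, then EC80 dopamine at 180 s; signals are read kinetically throughout.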
# USP1 inh: inhibitors of human USP1/UAF1 deubiquitinase | O94782 | recombinant USP1/UAF1, Ub-Rhodamine cleavage fluorescence | Potency, µM (top dose mostly 57.1 µM), for inactives: at the highest dose activity change, negative = inhibition, most hits filed as inhibitors | 390,000 tested, 0.23% active | AID 743255; further: potency means the concentration at half of the fitted maximal effect; on the % scale 0 is the no-effect control and ±100 the full control effect; nearly all actives have a fitted effect of over 60% in size; inactives centre near -12
# Target sequence (O94782 whole entry, looked up): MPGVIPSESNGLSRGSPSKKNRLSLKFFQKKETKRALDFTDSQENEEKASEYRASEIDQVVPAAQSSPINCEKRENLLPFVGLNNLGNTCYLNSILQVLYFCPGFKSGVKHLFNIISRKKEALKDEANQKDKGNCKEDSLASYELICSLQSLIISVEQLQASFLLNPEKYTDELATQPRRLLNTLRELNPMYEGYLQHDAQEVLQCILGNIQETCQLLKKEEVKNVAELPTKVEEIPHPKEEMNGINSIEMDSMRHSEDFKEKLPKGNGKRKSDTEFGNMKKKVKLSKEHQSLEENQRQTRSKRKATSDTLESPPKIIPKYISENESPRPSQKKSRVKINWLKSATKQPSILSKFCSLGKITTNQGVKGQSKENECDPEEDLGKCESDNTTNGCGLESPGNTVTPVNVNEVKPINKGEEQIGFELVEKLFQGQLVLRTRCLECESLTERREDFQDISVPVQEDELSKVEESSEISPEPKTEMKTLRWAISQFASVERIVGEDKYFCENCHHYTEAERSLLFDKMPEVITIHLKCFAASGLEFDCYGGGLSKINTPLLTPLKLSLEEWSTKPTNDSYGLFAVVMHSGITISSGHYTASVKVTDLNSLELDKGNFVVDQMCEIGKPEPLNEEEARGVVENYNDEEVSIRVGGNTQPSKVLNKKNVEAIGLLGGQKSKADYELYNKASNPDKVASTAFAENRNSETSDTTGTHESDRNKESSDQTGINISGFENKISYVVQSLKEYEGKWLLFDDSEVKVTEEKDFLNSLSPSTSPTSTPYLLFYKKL
#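 USP1/UAF1 complex at 1 nM was preincubated with compound for 15 min at room temperature, then Ub-Rho substrate (150nM final) was added. Fluorescence (480/540 nm) was read kinetically, 6 reads every 60 seconds.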
# Pin1 inh: inhibitors of human Pin1; Q13526; Pin1 FP peptide displacement, HiFluor488, 10 min; Potency, µM (series often up to 115 µM), without a hit: top-dose activity, negative = inhibition, usual class: inhibitors; 390,000 tested, 0.009% active; AID 504891; active means well fitted inhibition curve with a large enough effect in the polarisation, with a control signal flat, not every such curve was filed as active; inconclusive means small, poorly fitted or top-dose-only effect, or effect the other way, or a change in a side signal; inactive means no such curve, though single readings can be large or run the other way; the % refers to the polarisation; further: potency means the concentration at half of the fitted maximal effect; on the % scale 0 is the no-effect control and ±100 the full control effect
# Target sequence (Q13526 whole entry, looked up): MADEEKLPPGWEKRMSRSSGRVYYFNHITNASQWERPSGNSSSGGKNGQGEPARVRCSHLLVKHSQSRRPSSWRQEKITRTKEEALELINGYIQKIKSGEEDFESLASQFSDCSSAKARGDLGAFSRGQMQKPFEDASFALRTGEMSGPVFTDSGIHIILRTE
# rTrxR1 inhibitor: rat TrxR1 inhibition | recombinant rTrxR1, NADPH fluorescence consumption, selenite substrate | AID 588453 | Potency, µM (series often up to 114 µM), for inactives: top-dose activity change, negative = inhibition, most hits filed as inhibitors | O89049 | 390,000 tested, 1% active; further: potency means the concentration at half of the fitted maximal effect; on the % scale 0 is the no-effect control and ±100 the full control effect; nearly all actives have a fitted effect of over 65% in size
#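 Rat TrxR1 (90 nM in the dispensed reagent) was pre-reduced with 400 uM NADPH for 5 min at room temperature, then incubated with compound for 15 min. After 400 uM selenite was added, NADPH fluorescence (Ex 340/Em 450 nm) was followed for 8 min.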
# mIDH1 inhibitor: blocks human mutant IDH1 R132H enzyme. IDH1-R132H enzyme, NADPH consumption, diaphorase/resazurin fluorescence. Potency, µM (highest dose often 76.6 µM), inactives show at the highest dose activity change, negative = inhibition, hits mostly inhibitors. O75874. AID 602179. 390,000 tested, 0.093% active; further: potency means the concentration at half of the fitted maximal effect; on the % scale 0 is the no-effect control and ±100 the full control effect; nearly all actives have a fitted effect of over 65% in size
#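 IDH1-R132H (0.5 ug/mL) preincubated 30 min with compound, then NADPH (0.016 mM) and alpha-KG (2 mM) added; 80 min at RT, pH 7.5. Remaining NADPH coupled via diaphorase/resazurin to fluorescence (540/590 nm); concentration-response curves normalized to no-enzyme control.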
# TrxR1 substrate: substrates of rat thioredoxin reductase 1 | O89049 | purified TrxR1 substrate turnover, NADPH consumption readout | Potency, µM (top dose mostly 114 µM), for the others: at the top dose activity change, negative = substrate turnover | 390,000 tested, 0.01% active | AID 588456; further: potency means the concentration at half of the fitted maximal effect; on the % scale 0 is the no-effect control and ±100 the full control effect; nearly all actives have a fitted effect of over 50% in size
#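 Rat TrxR1, dispensed at 90 nM, was prereduced with 400 uM NADPH (final) for 5 min at ~22 deg C, then incubated with compound 15 min before 400 uM selenite. A first-read NADPH fluorescence drop versus no-compound background flagged substrates.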
# TRHR enhancer: TRH receptor (human) allosteric enhancement; P34981; TRHR cells, fluo-8 calcium fluorescence, EC20 TRH enhancement; enhancement, % at 2 µM; 360,000 tested, 0.66% active; in the data active means enhancement above about 30%; further: 0% is about no effect
#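 Enhancer read-out: after compound pinning and an initial kinetic agonist-mode read, an EC20 of TRH (10 nM final) was injected and fluo-8 calcium signal (Ex 480/Em 530) followed at 1 s/cycle for 100 cycles in TRHR-expressing cells.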
# * hit, by the source's call; ? = inconclusive; · = no result given; & = joins results of further samples; [ ] = remark or other dose. Unless noted, the call rests on the fitted dose curve; in most records, active means well fitted inhibition curve with a large enough effect; inconclusive means small, poorly fitted or top-dose-only effect; inactive means no such curve, though single readings can be large or run the other way. These rows are one share of the data; the hit share may differ from the screen's.
SMILES,D2 ag,TRHR ag,D2 antagonist,USP1 inh,Pin1 inh,rTrxR1 inhibitor,mIDH1 inhibitor,TrxR1 substrate,TRHR enhancer
CC(C)(C)C(=O)N1CCN(c2ccc([N+](=O)[O-])c(-n3nc(-c4ccccc4)c4ccccc4c3=O)c2)CC1,0.8,0.4,-4,-10%,-4%,-11%,4%,-7%,-9
O=S(=O)(c1c(F)cccc1F)N1CCCC2CCCCC21 (configuration not stated),-1.6,-0.5,1,-8%,-3%,8%,3%,4%,-15
Cc1cccc(Cn2c(=O)c3c(nc4n3CCN4Cc3ccco3)n(C)c2=O)c1,-0.8,0.0,·,-9%,5%,18%[57.1 µM],0%,7%[57.1 µM],-1
COc1ccc(CCNC2CC(C)N(C)CC2C)cc1OC (configuration not stated),-0.1,0.1,6,-10%,3%,8%,2%,13%,-2
CCOc1ccc(-c2nnc3sc(COc4ccc(Cl)cc4)nn23)cc1,-0.8,0.5,-6,-9%,-2%,22%[57.1 µM],-3%,8%[57.1 µM],-5
COc1ccc(-c2nc3n(n2)C(c2ccccc2)C(C(=O)Nc2cccnc2)=C(C)N3)cc1 (configuration not stated),-0.4,0.4,·,3%,-7%,21%[57.1 µM],4%,3%[57.1 µM],-7
COc1ccc(OCCCn2ccnc2)cc1,-0.9,-1.4,3,-29%,-6%,4%,2%,0%,7
O=C1CCN(Cc2ccccc2)C=C1c1ccc(Br)cc1,·,·,·,-29%,3%,-23%,-2%,-20%,·
CCOC(=O)CN1C(=O)/C(=C2\SC(=S)N(NC(=O)c3cccnc3)C2=O)c2ccccc21,0.6,0.4,5,-30%,-7%,-6%,2%,-7%,-9
Cc1ccc(SCCNC(=S)Nc2ccc(C)c(C)c2)cc1,-0.7,-1.1,-2,-5%,-4%,-9%,0%,-5%,10
CC(C)c1c(C(=O)N/N=C/c2ccccc2C(=O)O)nnn1-c1nonc1N,·,0.5,·,-16%,3%,21%,0%,-2%,1
CCN(CC(=O)Nc1cc(Cl)ccc1C)C(=O)C1CC(=O)N(Cc2ccccc2)C1 (configuration not stated),0.1,0.0,7,-2%,-16%,25%,2%,4%,-7
CCOc1ccc(C(=O)NCC(c2ccc3c(c2)OCO3)N2CCN(c3ccc(F)cc3)CC2)cc1 (configuration not stated),·,-0.3,·,-6%,-5%,17%[57.1 µM],-20%,-4%[57.1 µM],5
COc1ccc(NC(=O)CN(C)Cc2cccs2)cc1Cl,-2.6,0.3,11,-10%,3%,4%,24%,-1%,4
c1cn(-c2ccc(-c3ccnc4ncnn34)cc2)cn1,0.6,0.9,-6,-12%,4%,13%,-4%,4%,-4
O=C(CN1CCN(Cc2ccccc2)CC1)Nc1nnc(C(F)(F)F)s1,-0.7,0.3,8,-22%,-10%,7%,5%,0%,-8
Cc1ccc(Cl)cc1NC(=O)CN1C(=O)COc2ccc(S(=O)(=O)N3CCCCCC3)cc21,0.5,0.2,·,5%,28%,30%,-4%,10%,-3
CC1CCCC(NC(=O)CSc2n[nH]c(=O)n2Cc2ccccc2)C1C (configuration not stated),·,·,·,-12%,-4%,19%,10%,2%,·
Cc1ccc(-c2nc(CS(=O)CC(=O)NCCC(C)C)c(C)o2)cc1 (configuration not stated),-1.1,-0.3,9,-9%,-1%,-3%[57.1 µM],5%,13%[57.1 µM],-8
CCC(C)(C)C(=O)Nc1nnc(CCc2ccccc2)s1,-0.3,0.5,44*,-11%,-8%,19%,9%,-4%,12
C=C(C)C(=O)Nc1cccnc1Oc1ccc(F)cc1F,-0.4,-1.2,-11,?,-8%,3%[11.4 µM],1%,5%[11.4 µM],2
CCN(CC)S(=O)(=O)c1ccc2c(c1)c(=O)c(C(=O)N1CCN(c3ccccc3OC)CC1)cn2C,0.4,-1.1,·,-13%,-5%,15%,-1%,-4%,-3
CC(NC(=O)COC(=O)/C=C/c1ccc([N+](=O)[O-])cc1)c1ccccc1 (configuration not stated),1.2,0.3,-8,-14%,-6%,-4%,2%,-8%,8
COc1ccc(C(=O)NC2(C(F)(F)F)C(=O)Nc3c2c(=O)[nH]c(=O)n3CCc2ccc(OC)c(OC)c2)cc1 (configuration not stated),0.1&1.0,0.2&0.4,5,-10%&-2%,?,12%&-11%,-2%&1%,-4%&-8%,3&-1
O=C(c1ccc(F)cc1)N(Cc1cccs1)C1CCS(=O)(=O)C1 (configuration not stated),0.1,0.2,14,-15%,-6%,21%,-3%,-3%,9
CCNC(=S)N/N=C/c1ccc(OCC(=O)Nc2ccc(OC)cc2)c(OC)c1,-0.4,-0.7,-3,-13%,?,-12%,-1%,1%,-4
CCOc1ccccc1CNC(=O)Cn1ccc2cc(S(=O)(=O)N3CCCC3)ccc21,-0.1,-0.2,7,-24%,13%,17%,7%,-1%,-1
CCCC(=O)Nc1ccc2oc(-c3cncc(Br)c3)nc2c1,-0.2,0.9,39*,-23%,2%,30%,-7%,18%,2
Cc1ccc2nc(S(=O)(=O)O)[nH]c2c1,0.5,0.1,7,-7%,-14%,7%,1%,6%,0
CCCCCCCCCCNC(=O)C(=O)Nc1ccccn1,-0.5,-0.7,9,-6%,-1%,18%[57.1 µM],4%,-10%,0
S=C(c1c[nH]c2ccccc12)N1CCCC1,0.2,-0.1,-13,-4%,5%,-12%[57.1 µM],0%,-3%,-3
COc1ccccc1-n1c(SCC(=O)Nc2ccc(F)cc2)nc2c(c1=O)SCC2,-0.4,-0.2,15,-21%,24%,5%[57.1 µM],3%,6%[57.1 µM],3
O=C(Oc1ccc(-c2nc(-c3ccccn3)no2)cc1)c1ccccc1,0.3,0.4,-15,-25%,18%,-7%,7%,-7%,7
COc1ccc(NC(=O)COC(=O)c2ccc(O)cc2)c([N+](=O)[O-])c1,0.8,-0.5,14,-28%,-1%,24%[57.1 µM],14%,5%[57.1 µM],-8
C=CCn1c(SCC(=O)Nc2ccccc2)nnc1-c1cccc(S(=O)(=O)N2CCOCC2)c1,1.4,0.3,-6,-9%,-2%,26%[57.1 µM],-3%,7%,20
O=C(NCCc1ccccc1F)/C(=C/c1cccnc1)NC(=O)c1ccccc1,0.2,-0.4,-1,-3%,-1%,39%[activator],5%,12%,-2

# D2 antagonist, hit marks shown above.
Molecule,TRHR ag,D2 antagonist,USP1 inh,Pin1 inh,rTrxR1 inhibitor,TrxR1 substrate,TRHR enhancer
CCC(C)(C)C(=O)Nc1nnc(CCc2ccccc2)s1,0.5,44*,-11%,-8%,19%,-4%,12
CCCC(=O)Nc1ccc2oc(-c3cncc(Br)c3)nc2c1,0.9,39*,-23%,2%,30%,18%,2

# Full records as entered above. Values in the order: D2 ag | TRHR ag | D2 antagonist | USP1 inh | Pin1 inh | rTrxR1 inhibitor | mIDH1 inhibitor | TrxR1 substrate | TRHR enhancer
# CCOc1ccccc1CNC(=O)Cn1ccc2cc(S(=O)(=O)N3CCCC3)ccc21 as listed: -0.1 | -0.2 | 7 | -24% | 13% | 17% | 7% | -1% | -1
# O=C(Oc1ccc(-c2nc(-c3ccccn3)no2)cc1)c1ccccc1 as listed: 0.3 | 0.4 | -15 | -25% | 18% | -7% | 7% | -7% | 7
# COc1ccc(NC(=O)COC(=O)c2ccc(O)cc2)c([N+](=O)[O-])c1 as listed: 0.8 | -0.5 | 14 | -28% | -1% | 24%[57.1 µM] | 14% | 5%[57.1 µM] | -8
# O=C(c1ccc(F)cc1)N(Cc1cccs1)C1CCS(=O)(=O)C1 (configuration not stated) as listed: 0.1 | 0.2 | 14 | -15% | -6% | 21% | -3% | -3% | 9
# C=CCn1c(SCC(=O)Nc2ccccc2)nnc1-c1cccc(S(=O)(=O)N2CCOCC2)c1 as listed: 1.4 | 0.3 | -6 | -9% | -2% | 26%[57.1 µM] | -3% | 7% | 20

# Remaining list, next part.
SMILES,D2 ag,TRHR ag,D2 antagonist,USP1 inh,Pin1 inh,rTrxR1 inhibitor,mIDH1 inhibitor,TrxR1 substrate,TRHR enhancer
CCOc1ccc(OCCSc2nc3ccccc3c(=O)[nH]2)cc1,1.0,0.3,-7,1%,-2%,33%,5%,26%,-1
CCS(=O)(=O)N1CC(=O)N(c2ccc(Cl)cc2C)C(C)(C(=O)NC2CCCCCC2)C1 (configuration not stated),-0.2,-0.2,·,-9%,3%,7%,0%,-2%,27
CCN(CC)S(=O)(=O)c1ccc(/C=C/C(=O)OCC(=O)Nc2ccc(C(N)=O)cc2)cc1,0.3,1.2,-6,5%,7%,13%[57.1 µM],-3%,3%[57.1 µM],5
O=C(Nn1cc(C(=O)N2CCN(c3ccccc3F)CC2)c2ccccc2c1=O)c1cnccn1,-2.3,-0.4,6,3%,-9%,10%,0%,-2%,3

# Rewritten as labelled records: part of the list above.
compound: COc1ccc(OCCCn2ccnc2)cc1
  D2 ag: -0.9	TRHR ag: -1.4	D2 antagonist: 3	USP1 inh: -29%	Pin1 inh: -6%	rTrxR1 inhibitor: 4%	mIDH1 inhibitor: 2%	TrxR1 substrate: 0%	TRHR enhancer: 7
compound: O=C1CCN(Cc2ccccc2)C=C1c1ccc(Br)cc1
  D2 ag: ·	TRHR ag: ·	D2 antagonist: ·	USP1 inh: -29%	Pin1 inh: 3%	rTrxR1 inhibitor: -23%	mIDH1 inhibitor: -2%	TrxR1 substrate: -20%	TRHR enhancer: ·
